# Screens: PubChem, Sanford-Burnham Center for Chemical Genomics
# mIAP act = increases mouse intestinal alkaline phosphatase activity | muIAP, CDP-Star luminescence, 30 min; stronger effect = higher value; 1 = vehicle-only enzyme signal, 0 = enzyme-free wells | activation factor at 10 µM | 330,000 compounds, 0.24% hits | AID 2805;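 active = activation factor of at least 2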; also: the source names both 10 and 20 µM as test concentration; values of inactives mirror those of a sister screen read the other way
#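 also added = chemiluminescent substrate CDP-Star | test system = mouse IAP enzyme | signal = chemiluminescence readout | compound = DMSO-dissolved test compounds | incubation = 30 min at room temperature | benchmarks = DMSO wells, no-enzyme wells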
# tim10-1 inh = tim10-1 yeast growth inhibition. S. cerevisiae tim10-1 ts strain growth, BacTiter-Glo, 24 h. inhibition, % at 20 µM. 330,000 compounds, 2.2% hits;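 active = inhibition of at least 40%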;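 also: mutant grown at 25 °C; 0% = DMSO wells with yeast and 100% = wells holding no yeast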
# beta cell repl = induces beta-cell replication in MIN6 cells; proliferation, % at 10 µM; AID 2380; 330,000 compounds, 0.29% hits; MIN6 cells proliferation, ATPlite luminescence, 48 h; cells starved in 0.2% serum; 100% = growth in 10% serum;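 active = compounds whose signal lies at least 3.5 SD above the mean of all wells on their plate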;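 also: 0% = DMSO-treated cells in low-serum medium and 100% = 10% serum control; some compounds called inactive have numbers as strong as hits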
# NALP3 yeast inh = inhibitors of NALP3 inflammasome in yeast; Yeast reconstituted NLRP3/ASC/caspase-1, beta-gal luminescence, 24 h; inhibition, % at 10 µM; 330,000 compounds, 0.39% hits; AID 2825;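 active = inhibition of 50% or more; inactive = inhibition below 50%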;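 also: plate controls were induced DMSO wells for no effect and uninduced yeast grown without galactose for full effect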
# A3G deaminase = APOBEC3G (human) deaminase inhibition. Q9HC16. recombinant A3G, ssDNA deamination FAM/TAMRA fluorescence. inhibition, % at 20 µM. 330,000 compounds, 0.28% hits. AID 493012;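 active = inhibition of at least 40% at 20 µM, with no more than 30% in the related APOBEC3A deaminase screen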;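 also: plate controls were DMSO wells with A3G for no effect and wells lacking A3G enzyme for full effect; some compounds called inactive have numbers as strong as hits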
# Target sequence (Q9HC16 whole entry, looked up): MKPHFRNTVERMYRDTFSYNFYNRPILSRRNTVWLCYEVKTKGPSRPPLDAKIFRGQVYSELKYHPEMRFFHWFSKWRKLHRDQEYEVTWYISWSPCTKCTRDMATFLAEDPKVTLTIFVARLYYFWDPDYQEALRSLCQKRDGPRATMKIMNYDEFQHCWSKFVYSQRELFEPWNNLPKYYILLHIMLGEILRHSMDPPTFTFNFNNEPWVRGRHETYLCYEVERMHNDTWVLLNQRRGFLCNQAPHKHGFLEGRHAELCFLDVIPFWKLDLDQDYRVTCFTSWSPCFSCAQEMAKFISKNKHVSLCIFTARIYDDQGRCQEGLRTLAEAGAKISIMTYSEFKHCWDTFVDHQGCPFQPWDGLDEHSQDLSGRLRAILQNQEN
# mIAP block = blocks mouse intestinal alkaline phosphatase; purified mouse IAP, CDP-Star luminescence, 30 min; inhibition, % at 10 µM; 330,000 compounds, 0.2% hits; AID 2806;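 active = inhibition of at least 40% at 10 µM in the primary screen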;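 also: plate controls were DMSO with enzyme for no effect and no enzyme wells for full effect; values of inactives mirror those of a sister screen read the other way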
# TIM10 inh = growth inhibitors of TIM10 yeast strain; S. cerevisiae TIM10 strain growth, BacTiter-Glo luminescence, 24 h; inhibition, % at 10 µM; 330,000 compounds, 1.4% hits; AID 463195;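 active = inhibition of 40% or more at the single tested concentration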;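 also: wild-type TIM10 isogenic control strain grown at permissive 25 °C; 0% = DMSO yeast wells and 100% = minimal medium wells without yeast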
# hIAP inh = human IAP inhibition | inhibition, % at 10 µM | purified IAP, CDP-Star luminescence, 30 min | 330,000 compounds, 0.12% hits;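 active = inhibition reaching a set limit with compound at 10 µM in the primary screen, cut at about 35% in these data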;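 also: plate controls were DMSO wells with enzyme for no effect and no-enzyme buffer wells for full effect; values of inactives mirror those of a sister screen read the other way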
# Target sequence (P09923 whole entry, looked up): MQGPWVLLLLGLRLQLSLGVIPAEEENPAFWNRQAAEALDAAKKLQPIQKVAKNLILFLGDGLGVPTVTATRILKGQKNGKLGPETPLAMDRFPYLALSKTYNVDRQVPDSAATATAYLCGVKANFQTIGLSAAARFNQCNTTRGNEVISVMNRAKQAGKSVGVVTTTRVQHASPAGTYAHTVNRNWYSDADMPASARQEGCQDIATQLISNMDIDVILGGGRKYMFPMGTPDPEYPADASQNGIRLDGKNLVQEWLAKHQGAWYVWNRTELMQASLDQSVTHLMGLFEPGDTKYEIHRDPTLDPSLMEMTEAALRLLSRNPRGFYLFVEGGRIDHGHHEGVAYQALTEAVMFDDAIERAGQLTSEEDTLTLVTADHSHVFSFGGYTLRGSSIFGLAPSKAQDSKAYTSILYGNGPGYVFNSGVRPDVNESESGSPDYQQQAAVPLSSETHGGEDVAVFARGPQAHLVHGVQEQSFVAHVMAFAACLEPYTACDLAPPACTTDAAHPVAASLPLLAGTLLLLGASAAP
# APOBEC3A inh = blocks human APOBEC3A ssDNA deamination | P31941 | recombinant A3A, FAM/TAMRA ssDNA deamination fluorescence | inhibition, % at 20 µM | 330,000 compounds, 0.41% hits | AID 493011;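 active = at least 40% inhibition at 20 µM here, with at most 30% in a related deaminase screen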;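 also: plate controls were A3A with DMSO for no effect and wells lacking A3A enzyme for full effect; some results filed as inactive read as strong as hits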
# Active calls of the source: *.
SMILES,mIAP act,tim10-1 inh,beta cell repl,NALP3 yeast inh,A3G deaminase,mIAP block,TIM10 inh,hIAP inh,APOBEC3A inh
CCOc1ccccc1C(=O)N(CN1CCCC1=O)c1cccc(Cl)c1,0.988,33.6,-4.1,4.5,9.2,1.2,7.4,-22.8,-3.6
c1ccc(Cc2cc[n+](Cc3ccccn3)cc2)cc1,1.05,2.1,3.8,8.8,-6.0,-5.4,12.8,-9.6,-3.8
CC(C)C(=O)N1CCN(c2ccc([N+](=O)[O-])cc2Cl)CC1,1.01,4.1,-1.9,9.2,15.3,-1.3,8.3,-1.4,55.4*
COc1ccccc1C1CCN(C(=O)c2ccc(C(C)(C)C)cc2)CC1,0.972,40.8*,-3.6,-6.4,-1.4,2.8,27.5,-2.5,5.4
CN1CCN(S(=O)C23CC4CC(CC(C4)C2)C3)CC1 (stereo not given),0.901,16.5,0.7,19.7,-0.8,9.9,-3.0,8.6,3.5
COc1ccc(C2=NS(=O)(=O)N(C)C(C(=O)NC3CCCC3)=C2)cc1,0.984,6.2,-2.1,5.3,2.0,1.6,-8.3,10.6,-1.0
COc1ccc(Nc2nc3ccc(C)cn3c(=O)c2/C=N/O)cc1,1.05,17.3,0.8,34.3,6.0,-5.1,3.0,-7.0,3.1
COCC(C)NC(=O)C1CC(=O)N(c2ccc(C)cc2)C1 (stereo not given),1.09,4.1,1.1,4.1,-2.2,-9.0,11.3,-7.3,-1.0
CC(=O)NC(CC(=O)Nc1nccs1)c1ccccc1 (stereo not given),0.956,-4.7,-3.7,8.0,-1.9,4.4,-1.1,-6.9,4.6
COc1cccc(NC(=O)CN2C(=O)COc3ccc(Cl)cc32)c1,1.2,19.9,-3.5,3.8,-5.3,-19.8,8.6,-0.3,0.9
Cc1cc2cc(CCNC(=O)c3cccs3)c(=O)[nH]c2cc1C,1.08,13.8,-3.0,14.5,-5.5,-7.8,-12.0,-0.3,-2.2
Cc1ccc(OCC(=O)NCCCNC(=O)c2ccncc2)cc1C,0.987,-4.8,0.0,-13.2,-1.6,1.3,-1.5,-9.4,-0.3
CCCn1c(=S)[nH]c2ccc(C(F)(F)F)cc21,0.989,29.2,-1.1,-19.9,5.2,1.1,-24.0,-3.7,-1.0
CCOC(=O)CSc1nc(-c2ccccn2)ncc1OC,1.01,-8.9,-3.2,-8.7,-3.1,-1.4,-25.6,-11.7,-2.7
O=C(NOCc1ccccc1)c1ccc(Cl)cc1Cl,1.1,10.2,-5.9,23.1,-8.4,-9.7,-3.1,1.5,-4.2

# Part of the list above, set out differently.
# Under each structure: mIAP act, tim10-1 inh, beta cell repl, NALP3 yeast inh, A3G deaminase, mIAP block, TIM10 inh, hIAP inh, APOBEC3A inh
> CC(C)C(=O)N1CCN(c2ccc([N+](=O)[O-])cc2Cl)CC1
    1.01, 4.1, -1.9, 9.2, 15.3, -1.3, 8.3, -1.4, 55.4*
> COc1ccccc1C1CCN(C(=O)c2ccc(C(C)(C)C)cc2)CC1
    0.972, 40.8*, -3.6, -6.4, -1.4, 2.8, 27.5, -2.5, 5.4
> CN1CCN(S(=O)C23CC4CC(CC(C4)C2)C3)CC1 (stereo not given)
    0.901, 16.5, 0.7, 19.7, -0.8, 9.9, -3.0, 8.6, 3.5
> COc1ccc(C2=NS(=O)(=O)N(C)C(C(=O)NC3CCCC3)=C2)cc1
    0.984, 6.2, -2.1, 5.3, 2.0, 1.6, -8.3, 10.6, -1.0
> COc1ccc(Nc2nc3ccc(C)cn3c(=O)c2/C=N/O)cc1
    1.05, 17.3, 0.8, 34.3, 6.0, -5.1, 3.0, -7.0, 3.1
> COCC(C)NC(=O)C1CC(=O)N(c2ccc(C)cc2)C1 (stereo not given)
    1.09, 4.1, 1.1, 4.1, -2.2, -9.0, 11.3, -7.3, -1.0
> CC(=O)NC(CC(=O)Nc1nccs1)c1ccccc1 (stereo not given)
    0.956, -4.7, -3.7, 8.0, -1.9, 4.4, -1.1, -6.9, 4.6
> COc1cccc(NC(=O)CN2C(=O)COc3ccc(Cl)cc32)c1
    1.2, 19.9, -3.5, 3.8, -5.3, -19.8, 8.6, -0.3, 0.9
> Cc1cc2cc(CCNC(=O)c3cccs3)c(=O)[nH]c2cc1C
    1.08, 13.8, -3.0, 14.5, -5.5, -7.8, -12.0, -0.3, -2.2
> Cc1ccc(OCC(=O)NCCCNC(=O)c2ccncc2)cc1C
    0.987, -4.8, 0.0, -13.2, -1.6, 1.3, -1.5, -9.4, -0.3
> CCCn1c(=S)[nH]c2ccc(C(F)(F)F)cc21
    0.989, 29.2, -1.1, -19.9, 5.2, 1.1, -24.0, -3.7, -1.0
> CCOC(=O)CSc1nc(-c2ccccn2)ncc1OC
    1.01, -8.9, -3.2, -8.7, -3.1, -1.4, -25.6, -11.7, -2.7
> O=C(NOCc1ccccc1)c1ccc(Cl)cc1Cl
    1.1, 10.2, -5.9, 23.1, -8.4, -9.7, -3.1, 1.5, -4.2

# New compounds follow
SMILES,mIAP act,tim10-1 inh,beta cell repl,NALP3 yeast inh,A3G deaminase,mIAP block,TIM10 inh,hIAP inh,APOBEC3A inh
CCCn1nc(CC(=O)O)c2ccccc2c1=O,1.02,-16.3,-1.4,-0.4,-8.0,-2.4,-10.5,25.8,-1.4
CCN(CC)CCCNC(=O)C1CCN(C(=O)c2oc3cc4sc(N(C)C)nc4cc3c2C)CC1,1.05,-5.4,-3.3,6.6,-2.6,-5.0,4.8,-27.1,-0.3
O=C(NCCCN1CCOCC1)C(Sc1ccccc1)c1ccccc1 (stereo not given),0.939,21.2,-4.3,9.2,1.6,6.1,4.9,-11.0,1.6
COC(=O)c1cc2ccccc2n1Cc1ccc(Cl)nc1,1.02,1.6,2.0,35.3,-6.6,-1.6,9.0,7.6,-4.4
Cc1ccc(NC(=O)CC(NCCN2CCOCC2)C(=O)O)cc1Cl (stereo not given),0.989,8.7,-0.1,7.4,-1.0,1.1,-3.2,-0.6,2.1
CCOC(=O)C1=C(C)NC(=O)CC1c1cc(OC)c(OC)cc1Br (stereo not given),1,18.7,-2.8,-0.9,-4.2,-0.3,6.1,-20.2,-1.2
CC(=O)c1ccc(NC(=O)C(=O)c2cn(CC(=O)N3CCCCC3)c3ccccc23)cc1,1.01,5.4,4.5,-2.3,-2.3,-1.3,-2.4,9.8,0.1
CC(C)C(NC(=O)c1ccc(F)cc1)C(=O)N1CCN(c2ccccn2)CC1 (stereo not given),0.993,9.0,-1.6,3.9,-1.1,0.7,8.7,-5.4,0.3
COc1cc2c(cc1OC)C(c1ccc(N(C)C)cc1)NCC2 (stereo not given),0.967,1.3,-0.2,-5.0,-3.0,3.3,-21.9,-20.9,-6.1
CCn1c(-c2ccc(N)cc2)nc2ccccc21,1.04,15.7,-2.2,13.2,-2.0,-4.5,1.4,6.6,1.4
CCOC(=O)C1=C(CSc2nc3c(cc2C#N)CCC3)OC(N)=C(C#N)C1c1ccccc1 (stereo not given),1.37,-0.6,-4.6,17.2,18.5,-36.9,3.8,-29.1,1.7
COc1ccc(CCNC(=O)C/C(C)=N/NC(=O)c2ccc(N)cc2)cc1OC,1.01,9.6,-1.4,12.2,28.9,-1.1,11.8,-2.7,-0.5
O=[N+]([O-])c1cccc(Cl)c1CSc1ccccn1,0.962,7.0,-1.2,-15.5,8.4,3.8,5.4,0.8,25.4
CCN(CC)S(=O)(=O)c1ccc(NC(=O)CO/N=C(\N)c2ccccc2)cc1,0.968,14.4,2.5,-2.0,-1.7,3.2,1.6,0.0,2.1
Cc1nc2ccccc2c(=O)n1/N=C/c1ccccc1Cl,0.919,33.5,-0.2,7.4,-0.5,8.1,15.0,-0.5,3.5
C=CCN1C(=O)CSC1=Nc1cccc(O)c1,1.01,7.7,-1.2,18.1,0.7,-1.4,4.2,2.5,1.1
O=C(O)c1cncc(Br)c1,0.885,5.2,-0.5,13.4,-6.2,11.5,-0.6,1.1,-1.7
CCCNC(=O)c1nnsc1S(=O)c1ccc(Cl)cc1 (stereo not given),1.08,90.6*,-5.0,41.1,-1.1,-7.6,82.7*,-10.7,3.2
CCCC1NC(=S)N(C2CCCCC2)C1=O (stereo not given),0.986,19.3,0.8,15.5,0.7,1.4,0.1,10.3,2.0
COc1ccccc1Oc1ccc(S(=O)(=O)N2CCOCC2)cc1S(=O)(=O)N1CCOCC1,0.964,11.2,-2.8,5.6,-1.4,3.6,4.7,-0.9,-3.4
CC(=O)c1ccc(N2CCN(S(=O)(=O)c3ccc4c5c3CC(=O)N5CC(C)S4)CC2)cc1 (stereo not given),0.997,-1.3,-5.8,8.8,-1.1,0.3,2.8,2.9,-0.7
COC(=O)/C(=C/c1c[nH]c2ccccc12)NC(C)=O,1.07,-0.5,-0.9,4.1,-0.9,-6.9,0.2,-15.0,-0.1
CN(C1(C)CCS(=O)(=O)C1)S(=O)(=O)c1cccc([N+](=O)[O-])c1 (stereo not given),1.03,0.7,3.0,7.6,-5.7,-3.4,-4.5,-6.9,2.0
Cc1ccc(O)c(NC(=S)NC(=O)C(C)C)c1,0.845,-9.2,-0.4,12.6,-0.4,15.5,-20.9,-10.2,2.3
COc1ccc(NS(=O)(=O)c2ccc(NC(=O)C3CCCO3)cc2)cc1 (stereo not given),1.04,8.2,-1.5,-8.0,-1.7,-3.9,5.5,11.8,-1.0
Cc1ccc(S(=O)(=O)N2CCCC2C(=O)OCc2ccccc2)cc1 (stereo not given),1.02,-11.5,-3.5,5.1,-4.0,-2.0,-19.6,0.7,0.5
CN(C(=O)c1ccc2c(c1)CCN2S(C)(=O)=O)c1ccccc1,0.929,6.9,0.1,-15.5,-8.6,7.1,18.6,-8.3,-5.3
CC(=O)Nc1ccc(S(=O)(=O)c2ccc(C)cc2)cc1,1.08,17.2,0.4,9.8,0.5,-8.2,-1.4,9.1,7.7
O=C(NCc1cccnc1)/C(=C/c1ccco1)NC(=O)c1ccccc1,0.999,8.9,-2.9,9.6,-3.3,0.1,1.7,-5.5,-1.7
Cc1nc(NC(=O)c2ccc3c(c2)OCCO3)ccc1Br,0.909,11.9,1.0,12.7,-2.7,9.1,-0.2,-5.0,-1.7
Cc1ccccc1C(=O)Nc1ccc(-c2nc3ccc(C(=O)c4ccccc4)cc3[nH]2)cc1,0.932,-22.3,-6.7,3.7,-4.6,6.8,-0.2,0.9,1.0
CC(=O)N1CCc2c(sc(NC(=O)C3COc4ccccc4O3)c2C(N)=O)C1 (stereo not given),1.01,-12.9,-0.3,6.2,-4.5,-0.6,0.8,-15.1,-4.4
CCNC(=O)c1ccccc1NC(=O)C1CC(=O)N(C(C)C)C1 (stereo not given),1.04,-5.5,-1.6,22.4,-1.4,-3.9,-6.6,12.0,3.2

# Profiles, quoted from the list. Values in the order: mIAP act | tim10-1 inh | beta cell repl | NALP3 yeast inh | A3G deaminase | mIAP block | TIM10 inh | hIAP inh | APOBEC3A inh
# CCCn1c(=S)[nH]c2ccc(C(F)(F)F)cc21 across the screens: 0.989 | 29.2 | -1.1 | -19.9 | 5.2 | 1.1 | -24.0 | -3.7 | -1.0
# CCN(CC)S(=O)(=O)c1ccc(NC(=O)CO/N=C(\N)c2ccccc2)cc1 across the screens: 0.968 | 14.4 | 2.5 | -2.0 | -1.7 | 3.2 | 1.6 | 0.0 | 2.1
